# hcGAS inh: blocks human cGAS activity; recombinant h-cGAS, ATP depletion, Kinase-Glo luminescence; inhibition, % at 12.5 µM; 290,000 compounds, 0.081% hits; AID 1259398;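 further: 0% = vehicle reaction and 100% = reaction without DNA for no activity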
# Target sequence (Q8N884 whole entry, looked up): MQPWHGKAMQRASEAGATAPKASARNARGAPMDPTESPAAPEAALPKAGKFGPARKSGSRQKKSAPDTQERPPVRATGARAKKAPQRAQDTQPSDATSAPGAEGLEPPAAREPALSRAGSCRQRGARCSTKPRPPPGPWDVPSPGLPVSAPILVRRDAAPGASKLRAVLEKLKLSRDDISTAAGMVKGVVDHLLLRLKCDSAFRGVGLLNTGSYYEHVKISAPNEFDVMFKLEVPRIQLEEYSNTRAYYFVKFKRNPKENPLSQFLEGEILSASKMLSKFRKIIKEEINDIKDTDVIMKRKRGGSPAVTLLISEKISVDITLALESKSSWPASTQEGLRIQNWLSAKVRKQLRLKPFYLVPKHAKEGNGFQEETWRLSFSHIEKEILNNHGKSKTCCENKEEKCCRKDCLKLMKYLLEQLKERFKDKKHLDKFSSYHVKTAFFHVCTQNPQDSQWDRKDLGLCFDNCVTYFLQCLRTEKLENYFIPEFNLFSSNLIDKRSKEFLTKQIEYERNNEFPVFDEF
# NPYLR7 agonist: activates Aedes aegypti NPYLR7 receptor; HEK293T NPYLR7/Galpha15, GCaMP6s calcium fluorescence; activation, % at 10 µM; 270,000 compounds, 0.15% hits; in the data active means activation above about 40%;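 further: 0% = vehicle and 100% = reference agonist at the receptor; some compounds past the cut are filed as inactive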
# mcGAS inh: mouse cGAS inhibition by luminescence; inhibition, % at 12.5 µM; recombinant cGAS, Kinase-Glo ATP depletion luminescence; 160,000 compounds, 0.15% hits; Q8C6L5;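 further: 0% = negative control wells and 100% = reference inhibitor with no enzyme activity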
# An asterisk follows results filed as active; / = no result given; & = joins results of further samples. Unless noted, no stated cut-off is given here; in the data, active means inhibition above about 40%; inactive means the rest.
# Sequence of screens – hcGAS inh	NPYLR7 agonist	mcGAS inh
1. CC(C)(C)c1ccc(C(=O)Nc2cc(C(=O)Nc3cccc(C(F)(F)F)c3)ccc2N2CC3CC(C2)c2cccc(=O)n2C3)cc1 (stereo not given)
    -4	-5	/
2. O=C(COc1cccc(C(F)(F)F)c1)NCCCn1nc(-c2ccccc2)ccc1=O
    0	0	/
3. O=C(CCc1cnccn1)N1CCCC(CO)(CCc2ccccc2)C1 (stereo not given)
    -5	0	-10
4. COc1cc(C)c(S(=O)(=O)N2CCC3(CC2)NCCNC3=O)c(C)c1C
    -4	16	-7
5. Nc1nc(Sc2ccc(F)cc2)cc(N2CCOC(C(F)(F)F)C2)n1 (stereo not given)
    -5	/	-12
6. Cc1ccc2cc(S(=O)(=O)NCCCN3CCOCC3)ccc2c1
    0	-1	-2
7. C=CCSc1nnc(-c2ccccc2F)n1-c1ccc(C)cc1
    -6	/	-5
8. CCOCCn1c(N2CCCC(C)C2)nc2c1c(=O)[nH]c(=O)n2C (stereo not given)
    -4	-6	/
9. Cc1ccc2cccc(C(=O)N(C)Cc3cccc(C(N)=O)c3)c2n1
    -7	12	/
10. Fc1ccc(OCc2nnc3n2NCCS3)c(F)c1
    -6	23	/
11. CCCCC(O)CN(Cc1ccco1)Cc1c(C)nn(-c2ccccc2)c1Oc1cccc(C)c1 (stereo not given)
    4	-6	-2
12. Cc1c(C(=O)NCc2cccc(C(F)(F)F)c2)sc(=O)n1Cc1ccccn1
    3	-10	/
13. c1cnc(N2CCC[C@H]2c2nc(-c3ccnc(N4CCOCC4)c3)no2)nc1
    -4	-6	-8
14. O=C(NCc1ccco1)c1cc2cc([N+](=O)[O-])ccc2oc1=O
    -3	-13	-5
15. COC(=O)[C@@H]1C[C@@H](NC(=O)CN2CCCCCCC2)CN1C
    -6	12	-12
16. Cc1ccccc1C1CCN(C(=O)CCNC(=O)C2CC2C)C1 (stereo not given)
    1&-7	-1&-2	-4
17. O=C(NN=C1C(=O)c2cccc3cccc1c23)c1nn(-c2ccccc2)c(=O)c2ccccc12
    1	0	/
18. C=CCn1c(=O)c(C(=O)Nc2ccccc2C(N)=O)c(O)c2ccccc21
    -3	-7	-5
19. CCN(CC)C(=S)SCC(=O)Nc1ccc([N+](=O)[O-])cc1Br
    -4	-4	-5
20. O=C(CN1C(=O)CSC1c1cccs1)N1CCOCC1 (stereo not given)
    -5	9	-4
21. Cc1ccc(C(=O)Nc2cc(C(C)(C)C)ccc2O)cc1S(N)(=O)=O
    -1	3	-6
22. CCC1CCC(N(C(=O)C2CC=CCC2)C2CC2)CC1 (stereo not given)
    6	6	/
23. O=C1CSC(c2cccc(NS(=O)(=O)c3ccc(Cl)cc3)c2)N1c1ccccc1F (stereo not given)
    -4	/	-4
24. O=C(NCCCC(=O)N1CCC(n2nc(-c3ccccc3)cc2-c2ccccc2)CC1)OCc1ccccc1
    3	-2	1
25. Cc1noc(C)c1S(=O)(=O)N1CCC(CO)(CCCc2ccccc2)CC1
    -1	8	/
26. CCN(CC)C(=O)CN1CCOC(c2cc(F)c(Cl)cc2Cl)C1 (stereo not given)
    -7	6	/
27. CN(Cc1ccccc1C(F)(F)F)C(=O)Cc1cccc(O)c1
    -5	19	/
28. O=c1ccccn1Cc1nc(-c2cc(Br)cs2)no1
    -7	16	-16
29. Cc1ccc(CCCC(=O)N2CCS(=O)(=O)CC2C)s1 (stereo not given)
    -4	0	/
30. CS(=O)(=O)N1CCC(C2CCN(C3CNC3)C2)CC1 (stereo not given)
    7	/	1
31. CCOC(=O)C1(C)CCN1C(=O)c1cc(OC)c(OC)c(OC)c1 (stereo not given)
    -9	-2	-7
32. CCCCN(Cc1cccn1C)C(=O)CN(CCC)C(=O)c1ccccc1Cl
    -13	6	-6
33. Cc1ccc(C)c(S(=O)(=O)Nc2ccc(Nc3nc(C)cc(N4CCCCC4)n3)cc2)c1
    -9	5	/
34. COc1ccc(C(C)=O)cc1CN1C(=O)C(C)(C)ON=C1c1ccc2c(c1)OCO2
    -4	4	/
35. CCOc1ccc(C=C2C(=O)c3ccccc3C2=O)cc1OC
    -9	13	/
36. CCS(=O)(=O)c1ccc2oc(=S)n(CN3CCN(c4ncccn4)CC3)c2c1
    -4	-3	-6
37. O=C(NC1CCc2[nH]ncc2C1)c1csc2nc(-c3ccccc3)cn12 (stereo not given)
    -5	25	/
38. COc1cc(C=C(C#N)C(N)=S)ccc1O
    9	19	7
39. O=C(O)C(Cc1ccco1)n1ccnc1-c1cccnc1 (stereo not given)
    5	0	/
40. COc1ccc(-c2cccc(-c3ccc(NC(=O)[C@H](C)OC(C)=O)cc3)n2)cc1
    -2	-3	2
41. COc1ccc(C)cc1N1CC(C)Cn2c1nc1c2c(=O)n(C)c(=O)n1C (stereo not given)
    -5	2	/
42. CCCc1c(C(=O)N2CCCC2)cnn1-c1ccc(Cl)cc1
    -3	-1	18
43. C=CCOc1c(OC)ccc2c1CN(CC1CC1)C(=O)CCN2C[C@@H](O)COCc1ccccc1
    -1	1	-4
44. CNc1nn(CC(=O)NCc2ccccc2Cl)c(N)c1-c1nc(-c2ccc(C)cc2)no1
    -3	-1	-6
45. O=C(c1c(O)c2ccc(Cl)cc2[nH]c1=O)C1CC1
    -6	8	/

# Two entries drawn at random from those above, as already listed:
# Sequence of screens – hcGAS inh	NPYLR7 agonist	mcGAS inh
41. COc1ccc(C)cc1N1CC(C)Cn2c1nc1c2c(=O)n(C)c(=O)n1C (stereo not given)
    -5	2	/
39. O=C(O)C(Cc1ccco1)n1ccnc1-c1cccnc1 (stereo not given)
    5	0	/

# (list continues)
# Sequence of screens – hcGAS inh	NPYLR7 agonist	mcGAS inh
46. O=c1c[n+]([O-])c2ccccc2n1OCc1ccc(Cl)cc1
    -10	-3	/
47. CC(Oc1ccc(Cl)cc1)C(N)=NO (stereo not given)
    1	-1	/
48. COc1ccc(CN(CCN2CCCCC2)S(=O)(=O)c2ccccc2)cc1OCc1nc(CO)cs1
    0	-11	2
49. CCOC(=O)C1CCN(C(=O)c2csc(CSc3nnc(-c4ccccc4Cl)n3-c3ccccc3F)n2)CC1
    -10	-5	-6
50. Cn1c(=NN=Cc2cc3c(cc2[N+](=O)[O-])OCO3)sc2ccccc21
    -19	-2	/
51. O=C(c1cc2c(s1)CCCCC2)N1Cc2cnn(CCO)c2C1
    5	-3	4
52. COc1ccc(NC(C)=O)cc1NC(=O)/C=C/c1ccc(C)s1
    -14	14	/
53. O=C(Nc1ccc(O)c(-c2nc3cc(Cl)ccc3o2)c1)c1ccc(Cl)c([N+](=O)[O-])c1
    -7	-2	-5
54. O=C(CSc1nc2[nH]ncc2c(=O)[nH]1)Nc1ccc(C(F)(F)F)cc1
    -6	0	/
55. COc1ccccc1NC(=O)C1=C(C)N=C(SCC(N)=O)C(C#N)C1c1ccoc1 (stereo not given)
    -10	-2	-6
56. Nc1nnnn1/N=C\c1cc(Cl)cc(Cl)c1OCc1ccc(Cl)cc1Cl
    3	-16	/
57. CC(C)(C)C1CCc2c(sc(NC(=O)c3cnn4c(C(F)(F)F)cc(-c5ccc(Br)cc5)nc34)c2C#N)C1 (stereo not given)
    -1	-4	0
58. COc1ccc(-c2cccc(NS(=O)(=O)c3cc(C)c(OC)c(C)c3C)c2)nn1
    0	-7	-8
59. N#Cc1ccc(-n2ccc(CN3CCN(C(=O)/C=C/c4ccoc4)CC3)c2)cc1
    -6	-3	-3
60. Cc1cccc2oc(=O)n(C3CCN(C(=O)c4ccc([N+](=O)[O-])o4)CC3)c12
    -4	20	-6

# Record cards, from the list above:
# CNc1nn(CC(=O)NCc2ccccc2Cl)c(N)c1-c1nc(-c2ccc(C)cc2)no1 reads hcGAS inh = -3; NPYLR7 agonist = -1; mcGAS inh = -6
# CCCCC(O)CN(Cc1ccco1)Cc1c(C)nn(-c2ccccc2)c1Oc1cccc(C)c1 (stereo not given) reads hcGAS inh = 4; NPYLR7 agonist = -6; mcGAS inh = -2

# In the list so far, these have an NH in an aromatic ring:
# Sequence of screens – hcGAS inh	NPYLR7 agonist	mcGAS inh
8. CCOCCn1c(N2CCCC(C)C2)nc2c1c(=O)[nH]c(=O)n2C (stereo not given)
    -4	-6	/
37. O=C(NC1CCc2[nH]ncc2C1)c1csc2nc(-c3ccccc3)cn12 (stereo not given)
    -5	25	/
45. O=C(c1c(O)c2ccc(Cl)cc2[nH]c1=O)C1CC1
    -6	8	/
54. O=C(CSc1nc2[nH]ncc2c(=O)[nH]1)Nc1ccc(C(F)(F)F)cc1
    -6	0	/

# Further results:
# Sequence of screens – hcGAS inh	NPYLR7 agonist	mcGAS inh
61. Cc1ccc2nc(-c3ccccc3F)c(NC(=O)CCC3CCCC3)n2c1
    -5	-6	-2
62. Cc1cccc(C2(O)CCN(C(=O)c3ccc(N(C)C)cc3)CC2)c1C
    0	-1	/
63. COC(=O)Cn1c(Cl)nc2c1c(=O)n(C)c(=O)n2C
    -13	4	/
64. COC(=O)c1cn(C(=O)c2cc(C)cc(C)c2)c2ccccc12
    -1	-5	/
65. COc1ccc(-n2cc(CNCc3cnc4ccccn34)c(-c3ccccc3Cl)n2)cc1
    2	0	-1
66. CS(=O)(=O)c1ccc(NC(=O)C(c2ccccc2)c2ccccc2)cn1
    -10	13	/
67. COc1cc(C2c3c([nH]c(=O)[nH]c3=O)N=C3CCCC(=O)C32)cc(OC)c1OC (stereo not given)
    -4	3	-2
68. CC(C)c1ccc(Nc2ncc3c(n2)CCN(C(=O)Nc2ccc(N(C)C)cc2)C3)cc1
    1	-4	1
69. O=C(CCC1CCCN(C(=O)c2cccs2)C1)Nc1ccc(C(F)(F)F)cc1 (stereo not given)
    -9	16	-14
70. COc1cccc(C(=O)Nc2c3c(nn2CC(=O)NCc2ccccc2)CSC3)c1
    -3	-4	-4
71. CCC(CO)N(Cc1ccc(F)cc1)Cc1cccc(C)n1 (stereo not given)
    0	1	-2
72. CC(O)c1ccc(-n2cncn2)cc1Cl (stereo not given)
    -9	0	/
73. COc1ccc(S(=O)(=O)Oc2cccc(CN(Cc3ccco3)C(=O)NC(C)(C)C)c2)cc1
    14	2	1
74. O=C1C2C3CC(C(Br)C3Br)C2C(=O)N1c1ccc2ccccc2c1 (stereo not given)
    -4	-5	-7
75. Cn1c(=O)n(C)c2cc(CNC(=O)Cc3noc4ccccc34)ccc21
    -1	15	/
76. NS(=O)(=O)c1ccc(N2CCN(S(=O)(=O)c3ccc4c(c3)CCCC4)CC2)nc1
    -2	6	/
77. CSc1ccccc1NC(=O)CCC(=O)N1CCCN(C(=O)C2CC2)CC1
    0	-10	1
78. Cc1ccc(F)cc1C(=O)N1CCC(n2c(C)nc3ccc(F)cc32)CC1
    -7	/	-7
79. CCN1CCN(C(C)C(=O)Nc2cccc(C#N)c2)CC1 (stereo not given)
    -13	7	-6
80. O=C(NCc1ccc(Cl)cc1Cl)Nc1ccc2nc([C@H]3C[C@H](O)[C@@H](CO)O3)[nH]c2c1
    -10	-3	-4
81. COc1cccc(NC(=O)NNC(=O)c2ccc(=O)n(Cc3ccc(C)cc3)c2)c1OC
    -7	3	/
82. CC(C)[C@@H](CO)Nc1nccc2[nH]c(-c3ccco3)nc12
    -2	-6	-2
83. CCCCOC(=O)c1ccc(NC(=O)CN2C(=O)c3ccccc3C2=O)cc1
    -2	-4	-4
84. CN(C(=O)c1cc(F)c(Cl)nc1Cl)c1ccc(-c2onc3c2CCC3)cc1
    -5	22	-5
85. CCc1ccc(C(C)NC(=O)c2ccccc2S(C)=O)cc1 (stereo not given)
    -4	1	/
86. O=C(NCCc1ccc(F)cc1)N1CCC(CN2C(=O)c3ccccc3C2=O)CC1
    -1	4	/
87. Cc1ccc(C(=NC(=O)N(C)C2CCCCC2)C(Cl)Cl)cc1F
    -10	-1	/
88. FC(F)(F)c1cccc(CNc2nc(Cc3ccc(Cl)cc3)ns2)c1
    -2	-7	0
89. O=C(NC1CC=CC1)C1CCCN(C2CCN(C(=O)C3CC3)CC2)C1 (stereo not given)
    -4	/	-10
90. CC(C)n1c(CCC(=O)O)ccc1-c1ccc(Br)cc1
    -1	-18	/
91. COc1cc(OC)cc(C(=O)N(CC(=O)Nc2cc(C(C)(C)C)nn2-c2ccccc2C)Cc2ccco2)c1
    -11	/	-6
92. O=C(COc1cc(=O)n2ccccc2n1)c1ccc(Cl)cc1
    -3	-2	-2
93. COc1ccccc1NC(=O)N1CCC2(CC1)SCCN2C(=O)c1cccc([N+](=O)[O-])c1
    2	-15	0
94. CN(Cc1ccc(OC(F)F)cc1)C(=O)CN(C)c1ccccc1
    -12	2	/
95. O=C(NCCN1CCCCC1)C1CCN(C(=O)c2cccnc2)CC1
    -10	0	/
96. CCc1ccc(NC(=O)C(=O)NCC2CCCN2S(=O)(=O)c2cc(C)ccc2C)cc1 (stereo not given)
    -4	9	/
97. CC1c2cccn2CCN1S(=O)(=O)c1ccc(Cl)c(Cl)c1 (stereo not given)
    2	-1	/
98. O=C(c1cccc([N+](=O)[O-])c1)N1CCc2ccccc21
    -12	-1	/
99. CCOC(=O)C(=O)N(C)c1c(CC)nc2c(OCc3ccccc3C)cccn12
    -4	0	-5
100. COCCCN(Cc1csc(COc2cccc(C)c2C)n1)C(=O)c1ccc(F)cc1
    1	10	-3
